# From PubChem BioAssay
# M18AAP inhibitor = PfM18AAP inhibitors, malaria aminopeptidase, primary screen, biochemical, QFRET, recombinant enzyme; H-Glu-NHMec fluorogenic cleavage; 290,000 tested, 1.2% active; M18 aspartyl aminopeptidase (Plasmodium falciparum 3D7); AID 1822, 2009; inhibition, % at 7.35 µM;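 active means inhibition above the campaign mean inhibition over all tested compounds plus 3 SD, cut at about 28% in these data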;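 further: 0% = plate median of test compound wells and 100% = 2 mM ZnCl2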
# GPR7 antagonist = GPR7 receptor antagonists, primary screen, cell-based, fluorescence, single concentration; Neuropeptides B/W receptor type 1 (Homo sapiens), P48145; GPR7-expressing cells, fluorescence antagonist assay; inhibition, % at 4.4 µM; 290,000 tested, 1.1% active; AID 1861, 2009; in the data active means inhibition above about 16%, passing the limit was not always enough;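 further: cells stimulated with the agonist NPW; 0% = agonist with vehicle and 100% = vehicle without agonist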
# Target sequence (P48145 whole entry, looked up): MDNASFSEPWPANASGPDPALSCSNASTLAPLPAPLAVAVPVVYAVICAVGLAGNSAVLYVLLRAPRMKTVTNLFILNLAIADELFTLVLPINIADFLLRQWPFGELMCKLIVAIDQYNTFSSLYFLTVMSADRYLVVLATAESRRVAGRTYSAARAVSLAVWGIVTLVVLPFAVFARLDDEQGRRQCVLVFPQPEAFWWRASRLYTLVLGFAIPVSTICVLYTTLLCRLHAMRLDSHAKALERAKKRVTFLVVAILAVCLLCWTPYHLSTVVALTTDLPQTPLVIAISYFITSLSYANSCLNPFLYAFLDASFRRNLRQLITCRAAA
# GalR3 antagonist = GalR3 antagonists in HEK293 cells, primary screen, cell-based, fluorescence readout; 360,000 tested, 0.44% active; Galanin receptor type 3 (Homo sapiens), O60755; inhibition, % at 3 µM; HEK293 GalR3-CNG cAMP membrane potential fluorescence; galR3 body fused to GalR1 C-terminus; AID 651719, 2012;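 active means inhibition above the screen-wide average plus 3 SD, cut at about 13% in these data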;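 further: forskolin and galanin both at EC90 stimulate the cells; cAMP rise reported by CNG channel membrane potential dye signal; 0% = forskolin plus galanin with DMSO and 100% = forskolin alone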
# Target sequence (O60755 1-299 limits assumed): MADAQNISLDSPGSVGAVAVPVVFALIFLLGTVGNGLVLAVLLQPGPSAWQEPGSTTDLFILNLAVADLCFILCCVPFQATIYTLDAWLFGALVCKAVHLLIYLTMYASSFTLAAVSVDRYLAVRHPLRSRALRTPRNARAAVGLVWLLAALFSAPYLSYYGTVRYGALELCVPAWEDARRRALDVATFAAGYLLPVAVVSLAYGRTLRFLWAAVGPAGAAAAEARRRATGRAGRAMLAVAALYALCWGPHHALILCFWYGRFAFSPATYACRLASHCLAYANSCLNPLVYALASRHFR
# OXTR potentiate = human OXTR potentiators, primary screen, fluorescence, CHO-OTR cells, Fluo-8 calcium. activation, % at 3 µM. Fluo-8 calcium fluorescence, potentiator mode; 0% = oxytocin EC15, 100% = EC100. Oxytocin receptor (Homo sapiens), P30559. 320,000 tested, 0.061% active;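 active means activation above that plate's cutoff, the mean activation of tested compounds plus 3 SD, cut at about 6.6% in these data, passing the limit was not always enough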;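 further: 100% uses oxytocin at 75 nM as the full agonist control; some results filed as inactive read as strong as hits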
# Target sequence (P30559 whole entry, looked up): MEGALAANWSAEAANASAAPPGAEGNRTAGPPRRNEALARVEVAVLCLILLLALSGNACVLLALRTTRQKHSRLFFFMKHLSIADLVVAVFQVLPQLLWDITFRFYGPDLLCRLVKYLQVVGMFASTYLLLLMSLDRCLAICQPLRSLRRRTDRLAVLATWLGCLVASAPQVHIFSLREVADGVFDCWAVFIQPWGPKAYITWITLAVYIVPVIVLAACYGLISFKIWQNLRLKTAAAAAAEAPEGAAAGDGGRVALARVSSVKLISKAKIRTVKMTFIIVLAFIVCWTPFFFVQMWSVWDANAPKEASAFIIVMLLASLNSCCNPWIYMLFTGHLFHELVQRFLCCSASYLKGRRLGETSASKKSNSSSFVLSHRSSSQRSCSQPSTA
#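 test system = CHO-OTR cells, human receptor | compound = single-point 3.0 µM | schedule = 6 min compound pre-incubation at room temperature, 100 s kinetic read | signal = Fluo-8 no-wash calcium dye fluorescence, excitation 470-495 nm, emission 515-575 nm | repeats = single well per compound, singlicate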
# MEKK2wt PB1 HTS = modulators of MEK5 binding to wildtype MEKK2, primary screen, biochemical, multiplex bead flow cytometry, Alexa488-MEK5. Mitogen-activated protein kinase kinase kinase 2 (Homo sapiens), Q9Y2U5. Alexa488-MEK5 binding to MEKK2 WT; actives lie on both sides. binding response (% of control), % at 10 µM. 290,000 tested, 1.1% active; in the data active means binding response below about 67% or above about 130%
# NALP1 inh = NALP1 inflammasome inhibitors in reconstituted yeast, colorimetric, S. cerevisiae, triplicate retest. S. cerevisiae NALP1/ASC/caspase-1 growth, X-gal OD620, 72 h. 280,000 tested, 0.61% active. inhibition, % at 10 µM; in the data active means inhibition mostly above about 24%, no sharp cut-off; inactive means mostly below about 32%; further: some compounds called inactive have numbers as strong as hits
# OXTR ag = human OXTR agonists, primary screen, fluorescence, CHO-OTR cells, Fluo-8 calcium. Oxytocin receptor (Homo sapiens), P30559. 320,000 tested, 0.32% active. activation, % at 3 µM. Fluo-8 calcium fluorescence; normalized: DMSO 0%, oxytocin 100%;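 active means activation above the mean of all tested compounds plus 3 SD, cutoff set per screening run, cut at about 20% in these data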;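 further: peak over basal fluorescence ratio from a 100 s FLIPR kinetic read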
# MEKK2mut PB1 HTS = MEK5 binding signal on mutant MEKK2 PB1, primary screen, biochemical, multiplex bead flow cytometry, Alexa488-MEK5. Alexa488-MEK5 binding to MEKK2 mutant. percent response, % at 10 µM. 290,000 tested, 0.35% active. AID 1530, 2009; in the data active means percent response above about 24%, passing the limit was not always enough; further: inactives centre near 1; some results filed as inactive read as strong as hits; reference of the scale not given here
# V1R ag counter = agonists of human V1a receptor, primary screen, counter-screen for OXTR agonist project, fluorescence, CHO-V1R cells; Vasopressin V1a receptor (Homo sapiens), P37288; 320,000 tested, 0.25% active; activation, % at 3 µM; Fluo-8 calcium fluorescence, agonist mode; 0% DMSO, 100% 3 nM vasopressin; AID 2797, 2010;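 active means activation above the mean activation of all tested compounds plus 3 SD, per screening run, cut at about 20% in these data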;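 further: signal is peak over basal fluorescence ratio across a 100 second FLIPR read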
# The depositor's hits bear a star; nt = no result given.
No.	mol	M18AAP inhibitor	GPR7 antagonist	GalR3 antagonist	OXTR potentiate	MEKK2wt PB1 HTS
1	Cc1scc(C(=O)NNC(=O)CCC(=O)O)c1C	-15	-8	nt	-3	105
2	CC(C)NC(=O)N1c2ccccc2Sc2ccccc21	2	-4	-8	-5	105
3	COc1cccc(CNC(C)C(=O)Nc2ccc(S(=O)(=O)N3CCCC3)cc2)c1 (configuration not stated)	nt	nt	-3	-4	nt
4	CC1=NOC(=O)/C1=C/c1ccc(O)c(Br)c1	17	-1	-6	-3	99
5	COc1ccc(CN2CCC(N(CCc3ccccc3)Cc3ccccc3)CC2)c(OC)c1	-5	17	-9	-9	161*
6	CCOC(=O)c1ccc(N=c2sc(C(=O)OC)cc(=O)n2-c2ccc(C(=O)OCC)cc2)cc1	5	-9	nt	-6	98
7	O=C(NCC(=O)N1CCCCCCC1)c1ccco1	nt	nt	3	-2	nt
8	CCCC1C(C#N)=C(N)Oc2n[nH]c(C(C)(C)C)c21 (configuration not stated)	2	5	-3	-5	99
9	Cc1ccc(C(=O)Nc2cccc(O)c2)cc1S(=O)(=O)N1CCCCCC1	-8	-2	-8	-10	98
10	Cc1cccc(C)c1NC(=O)C1=C(O)c2sccc2N(C)S1(=O)=O	2	-2	-3	2	109
11	CC(=O)Nc1cccc(-n2c(=O)n(Cc3ccccc3)c(=O)c3[nH]cnc32)c1	-2	-12	-4	-6	101
12	CCCCCC(=O)NNC1=NCC(Cc2ccccc2)S1 (configuration not stated)	6	-7	-4	-28	102
13	Cc1cccc(C(=O)NC2CCN(CC(=O)NCc3ccccc3F)CC2)c1	3	-15	-9	-4	102
14	COc1ccc2[nH]c3c(c2c1)CCC/C3=N\N	0	-8	-5	-6	85
15	COc1ccc(-c2nnc(SCC(=O)N3CCc4ccccc4C3)o2)cc1	2	-2	-5	-5	97

No.	NALP1 inh	OXTR ag	MEKK2mut PB1 HTS	V1R ag counter
1	3	0.1	-1	2.0
2	-6	-1.9	5	0.5
3	nt	4.3	nt	1.4
4	-7	0.6	0	0.6
5	21	8.8	52*	3.5
6	33	0.8	-3	2.3
7	nt	0.3	nt	0.8
8	-9	1.3	-9	2.3
9	4	4.3	4	4.2
10	13	0.9	-1	1.1
11	7	0.1	7	0.8
12	3	-1.4	1	-1.0
13	10	0.4	1	0.8
14	-5	-0.4	-19	0.2
15	6	3.1	-2	3.2

# Structures listed so far with four or more nitrogen atoms:
No.	mol	M18AAP inhibitor	GPR7 antagonist	GalR3 antagonist	OXTR potentiate	MEKK2wt PB1 HTS
8	CCCC1C(C#N)=C(N)Oc2n[nH]c(C(C)(C)C)c21 (configuration not stated)	2	5	-3	-5	99
11	CC(=O)Nc1cccc(-n2c(=O)n(Cc3ccccc3)c(=O)c3[nH]cnc32)c1	-2	-12	-4	-6	101

No.	NALP1 inh	OXTR ag	MEKK2mut PB1 HTS	V1R ag counter
8	-9	1.3	-9	2.3
11	7	0.1	7	0.8

# Next entries
No.	mol	M18AAP inhibitor	GPR7 antagonist	GalR3 antagonist	OXTR potentiate	MEKK2wt PB1 HTS
16	COC(=O)c1ccc(C(=O)OC)c(NC(=S)N2CCCC(C)C2)c1 (configuration not stated)	3	-1	1	-4	103
17	COC(=O)c1sc(C(C)(C)C)cc1CSc1ccccc1	-14	-17	0	8	103
18	CCOC(=O)c1sc(NC(=O)CCN2C(=O)c3ccccc3C2=O)c(C(=O)OCC)c1C	-7	5	-2	-1	96
19	O=C(O)/C=C/c1ccc(S(=O)(=O)Nc2ccccc2C(=O)Nc2ccc(F)cc2)cc1	6	-3	4	1	101
20	c1ccc(-c2nc(Sc3ncnc4c3cnn4-c3ccccc3)n[nH]2)cc1	12	-4	nt	-5	nt
21	NNC(=O)c1csc(-c2cccc(C(F)(F)F)c2)n1	1	-11	-7	-8	100
22	Cc1ccc(S(=O)(=O)N2CCOCC2)cc1C(=O)NCc1ccccn1	nt	nt	-6	1	nt
23	CC(=O)N1CCN(c2ccccc2NC(=O)COc2cc(C)ccc2C(C)C)CC1	-7	21*	0	-9	96
24	CCOCCn1ccc2c(OCC(=O)Nc3ccc(OC)cc3OC)cccc2c1=O	nt	nt	-3	-2	nt
25	O=C(NC(=S)NCc1ccccc1)c1ccc(Br)cc1	nt	nt	-4	-11	nt
26	CC(C)OC(=O)c1ccc(NC(=O)c2cccc(-n3cnnn3)c2)cc1	nt	nt	-5	-7	nt
27	Cn1c(=O)oc2cc(S(=O)(=O)NCCC(=O)NC3CCCC3)ccc21	-9	-3	1	1	105
28	NNC(=O)[C@H](Cc1ccccc1)NC(=O)Nc1ccc2c(c1)OCCO2	4	-15	-5	-10	99
29	Cc1ccc(S(=O)(=O)N(C)C)cc1NC(=O)c1cccnc1Oc1ccccc1	3	-9	-2	-5	104
30	CCCN(C(=O)CSCC(=O)Nc1cccc(C)c1)c1c(N)n(Cc2ccccc2)c(=O)[nH]c1=O	7	-10	-3	1	99

No.	NALP1 inh	OXTR ag	MEKK2mut PB1 HTS	V1R ag counter
16	13	-2.0	0	-1.5
17	-2	-0.1	5	0.3
18	32	-1.7	-3	0.2
19	29	0.5	-4	0.6
20	4	1.9	nt	1.7
21	-18	-2.2	1	-0.5
22	nt	0.5	nt	0.3
23	-2	1.4	-4	-0.9
24	nt	-1.3	nt	-0.3
25	nt	-0.7	nt	0.3
26	nt	7.7	nt	18
27	1	0.1	6	1.6
28	6	0.2	-10	0.6
29	19	-1.9	4	-0.5
30	13	-0.1	4	-0.9

# Remaining list, next part.
No.	mol	M18AAP inhibitor	GPR7 antagonist	GalR3 antagonist	OXTR potentiate	MEKK2wt PB1 HTS
31	Cc1nc(C)c2c(c1C(F)(F)F)-c1ccccc1C2(F)F	-1	-1	-4	-3	98
32	CC(=O)C[C@H](O)CC(=O)[C@@H]1OC(=O)[C@H](C)C/C=C\Cc2ccccc21	nt	nt	-3	-6	nt
33	CCn1c(CNC(=O)c2cccs2)nnc1SCC(=O)NCCc1ccccc1	-2	-2	-2	nt	100
34	COc1ccc(/C=C2\SC(=O)N(CCC(=O)N3CCCCC3CCO)C2=O)cc1 (configuration not stated)	2	-8	2	-9	100
35	Cc1ccc(/C=C/S(=O)(=O)N2CCC(C(=O)O)CC2)cc1	-5	-5	0	-8	105
36	O=C(NCC1CCCO1)C1CCCN1C(=O)Nc1ccccc1[N+](=O)[O-] (configuration not stated)	0	-17	-7	-1	95
37	COc1cc(C=NNC(=O)c2ccc(NS(=O)(=O)c3cccs3)cc2)cc(Br)c1O	nt	nt	-5	-5	nt
38	CSc1cccc(N=C2C(=O)Nc3ccccc32)c1	0	-5	-11	-2	104
39	COc1ccc(NC(C)=O)cc1NC(C)C(=O)Nc1cccc(S(=O)(=O)N2CCOCC2)c1 (configuration not stated)	nt	nt	-5	0	nt
40	CC(C)n1c(O)c(N=Nc2ccc(Cl)nn2)c2ccccc21	0	-1	-10	-10	86
41	Cc1cc([N+](=O)[O-])ccc1NC(=O)C(C)NC1CCCCC1 (configuration not stated)	0	-5	-12	-6	111
42	Cc1csc(NC(=O)C2CCCN(S(=O)(=O)c3ccc(Br)s3)C2)n1 (configuration not stated)	2	11	-2	-13	90
43	COc1ccc(-c2cc(-c3ccccc3)nc(SC(C)C(=O)O)c2C#N)cc1 (configuration not stated)	1	-5	-3	-5	100
44	CN1CCN(CC(=O)N2c3ccccc3C(=O)Nc3cccnc32)CC1	13	16	nt	-4	98
45	COc1cccc(CNC(=O)c2nnn(CC(=O)Nc3ccc4c(c3)OCO4)c2N)c1	4	-1	-5	-2	97

No.	NALP1 inh	OXTR ag	MEKK2mut PB1 HTS	V1R ag counter
31	23	0.6	2	0.0
32	nt	0.4	nt	0.4
33	29	nt	5	nt
34	16	6.5	1	5.4
35	10	0.0	0	-0.3
36	-2	0.4	1	0.6
37	nt	4.8	nt	0.8
38	11	0.3	5	0.2
39	nt	-0.4	nt	-0.5
40	9	-0.2	21	0.1
41	27	-0.4	8	-0.7
42	15	1.2	-8	4.1
43	10	-0.8	2	-0.1
44	14	0.1	-3	0.1
45	-10	-0.5	-6	-0.5

# Shown with values under each structure: entries from further up.
# Each structure is followed by: M18AAP inhibitor, GPR7 antagonist, GalR3 antagonist, OXTR potentiate, MEKK2wt PB1 HTS, NALP1 inh, OXTR ag, MEKK2mut PB1 HTS, V1R ag counter
11	CC(=O)Nc1cccc(-n2c(=O)n(Cc3ccccc3)c(=O)c3[nH]cnc32)c1
→ -2, -12, -4, -6, 101, 7, 0.1, 7, 0.8
12	CCCCCC(=O)NNC1=NCC(Cc2ccccc2)S1 (configuration not stated)
→ 6, -7, -4, -28, 102, 3, -1.4, 1, -1.0

# Next section
No.	mol	M18AAP inhibitor	GPR7 antagonist	GalR3 antagonist	OXTR potentiate	MEKK2wt PB1 HTS
46	Cc1cc(OCC(=O)Nc2ccccc2N2CCCCC2)ccc1C(C)C	nt	nt	-4	-14	nt
47	COc1ccc(C(=O)Nn2cnnc2)cc1	26	-1	-1	-2	106
48	CC(=O)N1N=C(c2ccccc2)CC1c1ccc(F)cc1 (configuration not stated)	4	2	-8	-9	107
49	CN(CCn1ccnc1)C(=O)CC1C(=O)NCCN1Cc1ccccc1C(F)(F)F (configuration not stated)	5	-7	-1	-5	90
50	CC(=O)c1cc2c(cc1NC(=O)c1cnc(C)cn1)OCO2	6	4	-1	-10	107
51	COc1ccc(CCNS(=O)(=O)c2ccc(-n3cnnn3)cc2)cc1OC	-2	-5	3	-11	104
52	Cc1cc(C)cc(N2CC(O)=C(c3nc4ccccc4c(=O)[nH]3)C2=N)c1	-3	6	-2	-7	87
53	CC1CCc2c(sc(/N=C/c3ccco3)c2C(N)=O)C1 (configuration not stated)	16	-15	3	2	92
54	CCCCOc1ccc(C(=O)NCC(=O)NCCOc2ccc(C)cc2)cc1	nt	nt	1	4	nt
55	Cc1cc(C)cc(N2C(=O)CC(Sc3ccccc3C(=O)O)C2=O)c1 (configuration not stated)	-14	-7	-5	-2	99
56	CCCC(=O)N=C1SC2CS(=O)(=O)CC2N1c1ccc(C(C)=O)cc1 (configuration not stated)	9	6	-1	-1	107
57	Cc1cc(C(=O)NCCC(c2ccccc2)c2ccccc2)c(C)o1	8	4	-4	3	110
58	Cc1cc(F)ccc1NC(=O)c1cc(S(=O)(=O)N2CCOCC2)cn1C	-2	6	nt	-1	98

No.	NALP1 inh	OXTR ag	MEKK2mut PB1 HTS	V1R ag counter
46	nt	-0.1	nt	-1.2
47	-2	0.9	9	1.6
48	9	-1.1	4	0.1
49	0	0.8	-13	-0.6
50	8	-0.4	-3	-0.1
51	16	0.3	-1	1.8
52	-2	-1.5	-12	-0.8
53	4	0.3	-4	-0.8
54	nt	2.3	nt	0.0
55	10	-2.0	3	-0.5
56	-6	-0.2	13	0.1
57	40*	-0.8	10	1.1
58	19	0.3	-2	1.0
